# Screening results as filed in PubChem BioAssay.
# PRC2 inh = blocks human EZH2/PRC2 H3K27 methylation; DELFIA TRF, 1 h; AID 651548; inhibition, % at 12.5 µM; Q15910; 57,000 tested, 0.35% active;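 active = mean inhibition of replicates at least 50% and every single replicate also reaching 50%; inconclusive = mean inhibition at least 50% but some replicate falls below 50%; inactive = mean inhibition under 50%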;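 note: dimethyl H3K27 on biotinylated H3 21-44 peptide detected by antibody; plate controls were median neutral control wells for no effect and median positive control wells for full effect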
# IDH1 mut inh = inhibitors of human IDH1 R132H. O75874. IDH1 R132H reductase, diaphorase/resazurin fluorescence, 60 min. inhibition, % at 10 µM. 70,000 tested, 0.18% active; in the data active = inhibition above about 34%; inconclusive = no clear call, values can overlap the other calls; inactive = below about 11%;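 note: 0% = DMSO and 100% = no enzyme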
# Target sequence (O75874 whole entry R132H): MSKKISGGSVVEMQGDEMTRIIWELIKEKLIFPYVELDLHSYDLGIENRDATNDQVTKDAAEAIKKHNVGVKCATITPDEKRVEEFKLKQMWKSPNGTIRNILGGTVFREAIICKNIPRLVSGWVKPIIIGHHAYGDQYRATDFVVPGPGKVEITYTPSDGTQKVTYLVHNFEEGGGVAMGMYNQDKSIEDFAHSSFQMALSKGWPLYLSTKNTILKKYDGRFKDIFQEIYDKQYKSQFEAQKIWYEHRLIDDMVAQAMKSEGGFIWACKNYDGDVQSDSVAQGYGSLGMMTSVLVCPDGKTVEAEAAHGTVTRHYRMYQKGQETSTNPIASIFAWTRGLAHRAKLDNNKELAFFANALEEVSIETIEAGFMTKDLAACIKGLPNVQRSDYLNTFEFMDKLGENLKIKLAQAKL
# Starred values were filed as active, the others as inactive; ? = inconclusive; nt = no result given.
SMILES,PRC2 inh,IDH1 mut inh
C[C@H](CO)N1C[C@H](C)[C@H](CN(C)CC2CCCCC2)Oc2c(NS(=O)(=O)c3cccs3)cccc2C1=O,0,nt
C[C@H](CO)N1C[C@H](C)[C@@H](CN(C)Cc2ccc(C(=O)O)cc2)Oc2c(NC(=O)c3ccncc3)cccc2C1=O,nt,3.4
CCC(=O)N1C[C@@H](C)[C@@H](OC)CN(C)C(=O)c2ccc(NC(=O)c3cnccn3)cc2OC[C@H]1C,15,0.0
CO[C@@H]1CN(C)C(=O)c2ccc(NC(=O)C3CCCCC3)cc2OC[C@@H](C)N(C)C[C@H]1C,-7,-0.7
C[C@@H]1CCCCO[C@@H](CN(C)S(=O)(=O)c2ccccc2)[C@H](C)CN([C@@H](C)CO)C(=O)c2cc(NC(=O)CCC(F)(F)F)ccc2O1,nt,-4.6
Cc1cc(C)cc(NC(=O)CSc2nnc(N)s2)c1,11,0.1
C[C@H]1CN([C@@H](C)CO)S(=O)(=O)c2ccc(C3=CCCC3)cc2O[C@H]1CN(C)C(=O)C1CCCCC1,-6,nt
CC(=O)c1cccc(NC(=O)CN(C)S(=O)(=O)c2ccc(F)cc2)c1,6,-0.1
CN(CC(=O)Nc1ccc(Br)cc1F)S(=O)(=O)c1ccc(F)cc1,nt,2.0
O=C(C[C@H]1CC[C@@H](NC(=O)c2ccc(F)cc2)[C@H](CO)O1)NCCc1ccncc1,-6,0.5
COCC(=O)Nc1ccc2c(c1)[C@@H]1C[C@@H](CC(=O)N[C@@H](C)c3ccccc3)O[C@@H](CO)[C@@H]1O2,5,-1.2
C[C@@H]1CN([C@@H](C)CO)S(=O)(=O)c2ccc(C#C[C@@H](C)O)cc2O[C@@H]1CN(C)C(=O)C1CCCCC1,4,nt
C[C@@H]1CN([C@@H](C)CO)C(=O)c2ccccc2-c2ccccc2CO[C@@H]1CN(C)C(=O)CCC(F)(F)F,1,nt
CC(C)NC(=O)N[C@H]1CC[C@H](CCN)O[C@H]1CO,-25,0.0
CCCC(=O)Nc1ccc2c(c1)OC[C@@H](C)NC[C@H](C)[C@H](OC)CN(C)C2=O,7,0.2
CC(C)NC(=O)N[C@@H]1C=C[C@H](CC(=O)N2CCCCC2)O[C@H]1CO,6,0.2
CC(=O)N(C)C[C@H]1Oc2cc(C#CC3(O)CCCC3)ccc2S(=O)(=O)N([C@@H](C)CO)C[C@@H]1C,-15,-2.4
COc1ccccc1-c1cnc2c(c1)C(=O)N([C@@H](C)CO)C[C@@H](C)[C@H](CN(C)C(=O)c1ccncc1)O2,-14,-3.7
C[C@@H]1CN([C@H](C)CO)C(=O)c2cc(NC(=O)CCN3CCOCC3)ccc2O[C@H]1CN(C)Cc1ccc(Cl)c(Cl)c1,8,4.4
CO[C@H](CN(C)C(=O)c1ccccc1F)[C@H](C)CN([C@H](C)CO)S(=O)(=O)c1ccc(Cl)cc1,6,-0.2
COc1ccc(NC(=O)Nc2cccc3c2O[C@H](CN(C)Cc2ccncc2)[C@@H](C)CN([C@H](C)CO)C3=O)cc1,nt,1.1
O=C(CSc1nc2ccc([N+](=O)[O-])cc2s1)Nc1cc(Cl)cc(Cl)c1,-2,-0.2
CC(C)NC(=O)Nc1ccc2c(c1)CC(=O)N([C@@H](C)CO)C[C@@H](C)[C@@H](CN(C)Cc1ccncc1)O2,nt,11
COC(=O)CCCCCCC(=O)N/N=C/c1cc(Br)cc([N+](=O)[O-])c1O,-3,nt
Cc1ccc(S(=O)(=O)Nc2ccc3c(c2)CC(=O)N([C@H](C)CO)C[C@H](C)[C@@H](CN(C)Cc2ccc(C(F)(F)F)cc2)O3)cc1,nt,-0.4
CC(C)CC#Cc1cnc2c(c1)C(=O)N([C@H](C)CO)C[C@@H](C)[C@H](CN(C)C(=O)c1cnccn1)O2,7,-1.2
CCCN1C[C@H](C)[C@@H](OC)CN(C)C(=O)c2ccc(NC(=O)Nc3c(C)noc3C)cc2OC[C@@H]1C,-12,0.2
C[C@H](NC(=O)C[C@H]1C=C[C@@H](NC(=O)Cc2ccccn2)[C@H](CO)O1)c1ccccc1,13,0.2
COc1cccc(C(=O)Nc2ccc3c(c2)C(=O)N(C)C[C@H](OC)[C@@H](C)CN(C)[C@@H](C)CO3)c1,2,0.0
CC(=O)c1cccc(NC(=O)C(C)N(c2ccc(C)cc2)S(C)(=O)=O)c1 (centres undefined),-4,-1.1
COc1cccc(-c2cnc3c(c2)C(=O)N([C@H](C)CO)C[C@H](C)[C@H](CN(C)S(=O)(=O)c2ccc(F)cc2)O3)c1,nt,-4.9
C[C@@H]1CN([C@H](C)CO)C(=O)Cc2cc(NS(C)(=O)=O)ccc2O[C@@H]1CN(C)S(=O)(=O)c1cn(C)cn1,nt,-1.4
COc1ccc(NC(=O)N(C)C[C@@H]2Oc3ccc(NC(=O)NC(C)C)cc3C(=O)N([C@@H](C)CO)C[C@@H]2C)cc1,nt,0.5
COc1ccc(NC(=O)c2ccccc2NC(=O)COc2cccc(OC)c2)cc1,-6,-0.1
COc1ccc(NC(=O)Nc2ccc3c(c2)C(=O)N([C@H](C)CO)C[C@@H](C)[C@@H](CN(C)S(=O)(=O)c2ccc(Cl)cc2)OCCCC[C@@H](C)O3)cc1,nt,-1.1
CCn1c(SCC(=O)c2ccccc2)nnc1-c1cc2cc(Br)ccc2o1,7,0.0
S=C(SCc1ncon1)N1CCSCC1,-1,-1.7
C[C@@H]1CN([C@@H](C)CO)S(=O)(=O)c2ccc(C#C[C@@H](C)O)cc2O[C@@H]1CN(C)CC1CC1,2,-0.6
CO[C@H]1CN(C)C(=O)c2cc(NS(=O)(=O)c3cccc(F)c3)ccc2OC[C@@H](C)NC[C@@H]1C,-11,-0.3
Cc1cc(N)n(-c2ccc(Oc3ccccc3)cc2S(=O)(=O)O)n1,10,-0.6

# Structural class: those above with an aryl thioether with sulfur outside any ring
SMILES,PRC2 inh,IDH1 mut inh
Cc1cc(C)cc(NC(=O)CSc2nnc(N)s2)c1,11,0.1
O=C(CSc1nc2ccc([N+](=O)[O-])cc2s1)Nc1cc(Cl)cc(Cl)c1,-2,-0.2
CCn1c(SCC(=O)c2ccccc2)nnc1-c1cc2cc(Br)ccc2o1,7,0.0

# Next part
SMILES,PRC2 inh,IDH1 mut inh
Cc1ccc(-c2cnc3c(c2)C(=O)N([C@@H](C)CO)C[C@H](C)[C@@H](CN(C)S(C)(=O)=O)O3)cc1,-2,-0.1
CCOc1ccccc1-c1nnc(SCC(=O)Nc2ccc(I)cc2)o1,18,0.1
O=C(c1ccccc1Cl)N1CCN(c2ccc([N+](=O)[O-])c(NCc3cccnc3)c2)CC1,-5,-0.1
O=C(N[C@@H]1CC[C@@H](CCNC(=O)c2cnccn2)O[C@@H]1CO)c1ccc2c(c1)OCO2,11,-0.4
COc1ccc([N+](=O)[O-])cc1NC(=O)CN(c1ccc(I)cc1)S(C)(=O)=O,8,0.2
C[C@H](CO)N1C[C@H](C)[C@@H](CN(C)S(=O)(=O)c2ccc(F)cc2)Oc2c(NC(=O)C3CCOCC3)cccc2C1=O,-7,0.4
Cc1noc(C)c1NC(=O)Nc1ccc2c(c1)CC(=O)N([C@@H](C)CO)C[C@@H](C)[C@@H](CN(C)Cc1ccc(-c3ccccc3)cc1)O2,nt,1.9
Cc1ccc(C)c(NC(=O)CSc2n[nH]c(-c3ccccc3)n2)c1,-1,-0.6
C[C@@H]1CN([C@H](C)CO)C(=O)c2cccc(NC(=O)C3CCOCC3)c2O[C@@H]1CN(C)C(=O)Nc1cccc2ccccc12,13,-0.9
C[C@@H]1CN([C@H](C)CO)C(=O)Cc2cc(NC(=O)Nc3ccc(F)cc3)ccc2O[C@H]1CN(C)Cc1ccccc1,-22,-1.0
COc1ccc(NC(=O)Nc2ccc3c(c2)C(=O)N([C@H](C)CO)C[C@H](C)[C@@H](CN(C)S(=O)(=O)c2ccc(C)cc2)O3)cc1,nt,1.4
C[C@H]1CN([C@@H](C)CO)C(=O)Cc2cc(N(C)C)ccc2O[C@@H]1CN(C)Cc1ccc(C(F)(F)F)cc1,2,-0.3
Cc1ccc(S(=O)(=O)NC2c3cccc4cccc(c34)C2Sc2nnnn2-c2ccccc2)cc1 (centres undefined),1,0.2
C[C@H]1CN([C@@H](C)CO)C(=O)c2cc(NC(=O)Nc3ccc(C(F)(F)F)cc3)ccc2O[C@H]1CN(C)CC1CCCCC1,nt,0.5
C[C@H](CO)N1C[C@H](C)[C@H](CN(C)C(=O)NC2CCCCC2)OCCCC[C@H](C)Oc2ccc(NS(=O)(=O)c3cccs3)cc2C1=O,nt,2.8
Cc1ncc2ccccc2c1C#N,6,-1.2
COc1ccc(CNC(=O)C[C@@H]2C[C@H]3c4cc(NC(=O)C5CCC5)ccc4O[C@H]3[C@H](CO)O2)cc1,-4,-2.1
C[C@@H]1CN([C@@H](C)CO)S(=O)(=O)c2ccc(-c3cccnc3)cc2O[C@H]1CN(C)C(=O)CC1CC1,-10,0.1
CCCNC(=O)C[C@@H]1C[C@H]2c3cc(NC(=O)CC4CC4)ccc3O[C@H]2[C@H](CO)O1,7,?
Cc1ccc(NC(=O)CSc2n[nH]c(N)n2)cc1Cl,-8,0.4

# Entries of single compounds, looked up by structure. Screens in order: PRC2 inh | IDH1 mut inh
# Profile of C[C@H](CO)N1C[C@H](C)[C@H](CN(C)C(=O)NC2CCCCC2)OCCCC[C@H](C)Oc2ccc(NS(=O)(=O)c3cccs3)cc2C1=O → nt | 2.8
# Profile of C[C@H](CO)N1C[C@H](C)[C@@H](CN(C)S(=O)(=O)c2ccc(F)cc2)Oc2c(NC(=O)C3CCOCC3)cccc2C1=O → -7 | 0.4

# The results go on.
SMILES,PRC2 inh,IDH1 mut inh
Cc1ccc(S(=O)(=O)NCC[C@@H]2CC[C@H](NC(=O)Nc3cccc(F)c3)[C@@H](CO)O2)cc1,16,-0.3
CN1CCN(C(=O)C[C@H]2C=C[C@H](NS(=O)(=O)c3cccc(F)c3)[C@H](CO)O2)CC1,19,0.4
Cn1c(SCC(=O)Nc2ccc(Oc3ccccc3)cc2)nnc1-c1ccc([N+](=O)[O-])cc1,10,0.2
CC(=O)OCCN1C(=O)c2c(C)nc3ccc(S(=O)(=O)N4CCOCC4)cc3c2C1=O,0,-0.8
CCO[C@H]1OC(C(N)=O)=C[C@@H](c2csc3ccccc23)[C@@H]1CCCO,-5,nt
C[C@@H]1CN([C@H](C)CO)C(=O)c2cc(NC(=O)C3CC3)ccc2O[C@H]1CN(C)Cc1ccc2c(c1)OCO2,1,-0.8
Cn1cnc(S(=O)(=O)N[C@@H]2C=C[C@@H](CC(=O)NCC3CCCCC3)O[C@H]2CO)c1,0,0.6
CO[C@@H]1CN(C)C(=O)c2cc(NS(C)(=O)=O)ccc2OC[C@@H](C)N(CC2CC2)C[C@H]1C,-8,-0.1
C[C@H]1CCCCO[C@@H](CN(C)C(=O)Nc2ccc(C(F)(F)F)cc2)[C@@H](C)CN([C@@H](C)CO)C(=O)c2cc(NC(=O)c3ccncc3)ccc2O1,nt,3.0
Cc1ccc(S(=O)(=O)N[C@H]2CC[C@H](CCNC(=O)Nc3ccc(Cl)cc3)O[C@H]2CO)cc1,-25,0.0
O=C(O)C[C@H]1C[C@@H]2c3cc(NC(=O)C4CCC4)ccc3O[C@@H]2[C@@H](CO)O1,-2,-1.3
C[C@H](NC(=O)C[C@@H]1C=C[C@H](NC(=O)Cc2ccccn2)[C@@H](CO)O1)c1ccccc1,11,0.4
C[C@]1(O)CC[C@@H]2C(C(=O)O)=CO[C@@H](O[C@@H]3O[C@H](COC(=O)c4ccc(O)cc4)[C@@H](O)[C@H](O)[C@H]3O)[C@@H]21,nt,-0.2
C[C@@H]1CN([C@H](C)CO)C(=O)c2cc(C#Cc3cccnc3)cnc2O[C@H]1CN(C)Cc1cccnc1,12,5.2
C[C@H](CO)N1C[C@H](C)[C@H](CN(C)S(=O)(=O)c2ccc(Cl)cc2)Oc2c(NC(=O)c3ccncc3)cccc2C1=O,19,1.8
CCOC(=O)CNC(=O)c1cc(-c2ccccn2)nc2c(C)c(Cl)ccc12,6,0.0
C[C@@H]1CCCCO[C@H](CN(C)S(=O)(=O)c2cccs2)[C@H](C)CN([C@@H](C)CO)C(=O)c2cc(NC(=O)Nc3cccc4ccccc34)ccc2O1,nt,1.7
Cc1noc(C)c1NC(=O)N(C)C[C@@H]1Oc2ccc(NC(=O)CCC(F)(F)F)cc2C(=O)N([C@@H](C)CO)C[C@@H]1C,-3,nt
CO[C@H]1CN(C)C(=O)c2cc(NC(=O)NC(C)C)ccc2OC[C@@H](C)N(CC2CC2)C[C@H]1C,-1,0.0
CN1CCN(C(=O)C[C@@H]2C[C@H]3c4cc(NC(=O)Nc5ccc(C(F)(F)F)cc5)ccc4O[C@H]3[C@@H](CO)O2)CC1,-6,0.2

# The final 2 compounds of the part above are carried over, then new ones follow.
SMILES,PRC2 inh,IDH1 mut inh
CO[C@H]1CN(C)C(=O)c2cc(NC(=O)NC(C)C)ccc2OC[C@@H](C)N(CC2CC2)C[C@H]1C,-1,0.0
CN1CCN(C(=O)C[C@@H]2C[C@H]3c4cc(NC(=O)Nc5ccc(C(F)(F)F)cc5)ccc4O[C@H]3[C@@H](CO)O2)CC1,-6,0.2
C[C@H](CO)N1C[C@H](C)[C@@H](CN(C)Cc2ccc(-c3ccccc3)cc2)Oc2c(NC(=O)c3ccncc3)cccc2C1=O,-4,nt
C[C@@H]1CN([C@@H](C)CO)C(=O)c2cc(N(C)C)ccc2O[C@H]1CN(C)C(=O)Nc1ccccc1,nt,0.1
CN(CC(=O)Nc1ccccc1C(=O)N1CCCCC1)S(=O)(=O)c1ccc2ccccc2c1,15,-0.4
CCS(=O)(=O)NCC[C@H]1CC[C@@H](NC(=O)C2CCC2)[C@H](CO)O1,3,0.0
Cn1cnc(S(=O)(=O)N[C@H]2C=C[C@@H](CC(=O)N3CCN(c4ccccc4)CC3)O[C@H]2CO)c1,-5,-0.3

# The list is partial; the hit share may differ from the screen's.
